From PubChem BioAssay
NCI-60 one-dose screen, 48 h, at 10 µM unless noted. Numbers give growth in % (100 = growth as untreated, 0 = no growth, -100 = all killed).
EKVX – EKVX NSCLC | hit rate 3% among 71,000
HOP-92 – HOP-92 NSCLC cells; hit rate 6.3% among 71,000; AID 1794738
M14 – M14 melanoma. AID 1794745. hit rate 6.2% among 80,000
UACC-62 – UACC-62 melanoma. hit rate 5.4% among 81,000. AID 1794756
A549/ATCC – A549/ATCC NSCLC | AID 1794740 | hit rate 3.7% among 81,000
UACC-257 – UACC-257 melanoma; hit rate 4.4% among 78,000; AID 1794764
SK-MEL-5 – SK-MEL-5 melanoma; hit rate 6.4% among 80,000
SK-MEL-28 – SK-MEL-28 melanoma; hit rate 4.1% among 81,000; AID 1794761
Numbers without * were called inactive; . = no result given. Rule for the calls: active = growth percent below 10; inactive = the rest.

SMILES	EKVX	HOP-92	M14	UACC-62	A549/ATCC	UACC-257	SK-MEL-5	SK-MEL-28
CC(O)CN(C)Cc1ccccc1 (stereo not drawn)	91	89	95	95	92	92	95	106
Cc1nc(/N=C(\N)NC(=O)Nc2ccccc2Cl)sc1C	49	65	24	46	48	70	33	63
C/C=N/c1ncnc2c1N=C(c1ccc3c(c1)OCO3)CC(c1ccc([N+](=O)[O-])cc1)N2C(C)=O (stereo not drawn)	73	111	91	71	96	118	92	98
O=C(c1ccccc1)C(NCCc1ccccc1)c1ccccc1 (stereo not drawn)	94	91	99	107	107	112	96	114
O=c1[nH]c(=S)[nH]c(=O)n1Cc1ccc(F)cc1	.	89	97	96	105	99	102	104
CN(C)c1ccc(/C=N\NC(=O)c2ccc3nc(-c4ccc(Cl)cc4)[nH]c3c2)cc1	73	85	60	88	18	100	89	72
COc1ccc(CNc2c(OC)nc(N)nc2-n2c(-c3ccc(OC)cc3)nc3ccccc32)cc1	105	114	104	92	107	106	107	115
O=C1/C(=C/c2ccc(OCc3ccccc3)cc2)Oc2cc(OCCN3CCCCC3)ccc21	81	71	61	61	80	90	62	78
O=c1c2c(c3ccccc3n1-c1ccccc1)Nc1ncnn1C2c1ccc(Cl)cc1 (stereo not drawn)	92	.	95	85	87	108	95	109
CN(C)c1ccc(/C=C2/C=C(c3ccc(-c4ccccc4)cc3)OC2=O)cc1	68	.	80	67	74	70	47	83
COc1cc(-c2cc(C(=O)O)c3cc4ccccc4cc3n2)cc(OC)c1OC	104	114	116	114	100	102	106	103
CNS(=O)(=O)/N=C1\NC(=O)NC1=C(Cl)Cl	105	135	110	95	102	86	100	111
O=C(CCc1nnc(CN2CCN(CCO)CC2)o1)c1nc2ccc([N+](=O)[O-])cc2[nH]1	94	103	108	93	94	109	100	103
COc1ccc(CN2C(=O)CSC2c2cc(OC)c(OC)c(OC)c2)cc1OC (stereo not drawn)	101	115	108	106	100	106	.	106
Cn1ccc2cc(NC(=O)Cn3cc(CN4CCOCC4)nn3)ccc21	105	106	108	97	103	113	118	108
CC(N)(Cc1ccccc1)C(=O)O (stereo not drawn)	106	.	94	104	105	102	95	99
COCCn1cc(-c2csc(-c3cn(C)c4ccc(F)cc34)n2)c2cccnc21	59	65	50	80	61	84	73	80
Cc1ccc(F)c(Br)c1	107	118	103	117	104	104	119	110
COc1cc(Cn2c(SCC(=O)Nc3ccc(Cl)cc3)nc3ccccc3c2=O)cc(OC)c1OC	.	-21*	75	63	65	74	50	84
COC(=O)Nc1cccc(Cl)c1OC	.	.	110	111	106	103	100	114
COc1ccc(-c2cc(Cc3cccs3)c(=O)n(Cn3cncn3)n2)cc1	103	.	107	86	97	105	93	108
N=C(N)SC/C=C/CSC(=N)N	101	94	96	103	109	112	105	100
O=C(O)c1ccc(-n2cc(CO)c(-c3cccc(C(F)(F)F)c3)n2)cc1	98	104	106	100	101	118	90	111
NNS(=O)(=O)c1ccc(Oc2ccc(S(=O)(=O)NN)cc2)cc1	91	89	97	83	103	101	112	111
Oc1ccc(/C=C2\CCCCc3cc4ccc(O)cc4[o+]c32)c(O)c1	98	119	100	82	97	101	100	108
O=C(CCN1C(=O)c2ccccc2C1=O)Nc1ccc(Cl)cc1	88	64	93	87	79	98	81	117
Cc1noc(NS(=O)(=O)c2ccc(Nc3nc(CC(=O)Nc4ccccc4)cs3)cc2)c1C	102	100	101	97	97	100	104	106
COc1ccc(Nc2nc(-c3cccc4ccccc34)nc3sc4c(c23)CCCCCC4)cc1	.	101	99	93	105	105	98	108
Fc1ccc(-c2cn3ccnc3c(-c3ccc4ncn(C5CCCCC5)c4c3)n2)cc1	89	65	97	69	87	102	93	97
COc1ccc(/C=N\NC(=O)Cn2c3ccccc3c3ccncc32)cc1OC	98	78	108	99	97	102	94	108
C=C(C)[C@@H]1CC[C@]2(CO)CC[C@]3(C)[C@H](CC[C@@H]4[C@@]5(C)CCC(NCCc6ccc(O)cc6)C(C)(C)[C@@H]5CC[C@]43C)[C@@H]12 (stereo partly drawn)	-52*	-93*	-85*	-89*	-87*	-78*	-95*	-89*
OCc1cccc2ccccc12	119	.	110	112	108	109	118	111
CCOc1cc(C(=O)NCCN(CC)CC)nc2cc(Cl)ccc12	93	69	110	109	107	99	98	98
CC(C)C(=O)C(C)c1ccccn1 (stereo not drawn)	98	100	101	102	101	102	98	108
Cc1cc(Cl)c(N)c([N+](=O)[O-])c1	101	108	94	98	101	116	103	105
N#Cc1c(-c2ccc3c(c2)OCO3)c(C#N)c2c(C#N)c(N)nn2c1N	69	62	102	82	85	93	86	94
COc1ccc(C(=NNS(=O)(=O)c2ccc(C)cc2)c2ccc(Cl)cc2)cc1OC	86	75	107	67	85	99	96	94
Nc1nccc(-c2c[nH]c3cc(Br)c(Br)cc23)n1	92	98	112	114	78	93	101	111
c1ccc(C(=NNc2nc3ccccc3o2)c2ccccn2)nc1	8.0*	34	-4.9*	-8.3*	6.3*	-1.6*	-58*	25
NCCCCCCCN	99	101	96	96	105	111	99	100
COc1cccc(Cn2ccc3c2-c2oncc2CC3)c1	119	73	102	77	89	97	98	100
O=C(Cn1cccc(NC(=O)OCc2ccccc2)c1=O)NCc1ccccc1	.	94	104	96	102	102	.	102
Cc1ccc(N2CCN(C(C)C(N)=O)CC2)cc1 (stereo not drawn)	118	123	99	91	113	127	110	119
CCC(C)Cn1cnc2c(SCc3ccccn3)nc(N)nc21 (stereo not drawn)	89	78	102	88	.	121	103	107
O=C(Cc1ccccc1)c1ccc(O)c(F)c1	113	89	114	109	108	118	109	106
COc1ccc2nc(Cl)c(-c3nc4ccccc4s3)cc2c1	72	74	116	89	105	102	100	106
COc1ccc(-c2cc(-c3nnc(SCC(=O)c4ccccc4)o3)c3cc(OC)ccc3n2)cc1	103	98	97	90	87	84	99	111
Nc1n[n+](-c2ccc(Cl)cc2)no1	97	80	98	61	69	100	100	123
O=C(CSc1nc2sc3c(c2c(=O)n1-c1ccc(Cl)cc1)CCCC3)NNC(=O)c1ccccc1	78	94	101	83	100	106	94	110
C=CCN(/C=C1/C(=O)O[C@H](COC)[C@@]2(C)C1=C(O)C(=O)C1=C2[C@H](OC(C)=O)C[C@]2(C)C(=O)CC[C@@H]12)CC=C	22	-3.6*	28	-21*	4.6*	16	7.7*	24

Part of the list above, in markdown.
| molecule | EKVX | HOP-92 | M14 | UACC-62 | A549/ATCC | UACC-257 | SK-MEL-5 | SK-MEL-28 |
| --- | --- | --- | --- | --- | --- | --- | --- | --- |
| NNS(=O)(=O)c1ccc(Oc2ccc(S(=O)(=O)NN)cc2)cc1 | 91 | 89 | 97 | 83 | 103 | 101 | 112 | 111 |
| Oc1ccc(/C=C2\CCCCc3cc4ccc(O)cc4[o+]c32)c(O)c1 | 98 | 119 | 100 | 82 | 97 | 101 | 100 | 108 |
| O=C(CCN1C(=O)c2ccccc2C1=O)Nc1ccc(Cl)cc1 | 88 | 64 | 93 | 87 | 79 | 98 | 81 | 117 |
| Cc1noc(NS(=O)(=O)c2ccc(Nc3nc(CC(=O)Nc4ccccc4)cs3)cc2)c1C | 102 | 100 | 101 | 97 | 97 | 100 | 104 | 106 |
| COc1ccc(Nc2nc(-c3cccc4ccccc34)nc3sc4c(c23)CCCCCC4)cc1 | . | 101 | 99 | 93 | 105 | 105 | 98 | 108 |
| Fc1ccc(-c2cn3ccnc3c(-c3ccc4ncn(C5CCCCC5)c4c3)n2)cc1 | 89 | 65 | 97 | 69 | 87 | 102 | 93 | 97 |
| COc1ccc(/C=N\NC(=O)Cn2c3ccccc3c3ccncc32)cc1OC | 98 | 78 | 108 | 99 | 97 | 102 | 94 | 108 |
| C=C(C)[C@@H]1CC[C@]2(CO)CC[C@]3(C)[C@H](CC[C@@H]4[C@@]5(C)CCC(NCCc6ccc(O)cc6)C(C)(C)[C@@H]5CC[C@]43C)[C@@H]12 (stereo partly drawn) | -52* | -93* | -85* | -89* | -87* | -78* | -95* | -89* |
| OCc1cccc2ccccc12 | 119 | . | 110 | 112 | 108 | 109 | 118 | 111 |
| CCOc1cc(C(=O)NCCN(CC)CC)nc2cc(Cl)ccc12 | 93 | 69 | 110 | 109 | 107 | 99 | 98 | 98 |
| CC(C)C(=O)C(C)c1ccccn1 (stereo not drawn) | 98 | 100 | 101 | 102 | 101 | 102 | 98 | 108 |
| Cc1cc(Cl)c(N)c([N+](=O)[O-])c1 | 101 | 108 | 94 | 98 | 101 | 116 | 103 | 105 |
| N#Cc1c(-c2ccc3c(c2)OCO3)c(C#N)c2c(C#N)c(N)nn2c1N | 69 | 62 | 102 | 82 | 85 | 93 | 86 | 94 |
| COc1ccc(C(=NNS(=O)(=O)c2ccc(C)cc2)c2ccc(Cl)cc2)cc1OC | 86 | 75 | 107 | 67 | 85 | 99 | 96 | 94 |
| Nc1nccc(-c2c[nH]c3cc(Br)c(Br)cc23)n1 | 92 | 98 | 112 | 114 | 78 | 93 | 101 | 111 |
| c1ccc(C(=NNc2nc3ccccc3o2)c2ccccn2)nc1 | 8.0* | 34 | -4.9* | -8.3* | 6.3* | -1.6* | -58* | 25 |
| NCCCCCCCN | 99 | 101 | 96 | 96 | 105 | 111 | 99 | 100 |
| COc1cccc(Cn2ccc3c2-c2oncc2CC3)c1 | 119 | 73 | 102 | 77 | 89 | 97 | 98 | 100 |
| O=C(Cn1cccc(NC(=O)OCc2ccccc2)c1=O)NCc1ccccc1 | . | 94 | 104 | 96 | 102 | 102 | . | 102 |
| Cc1ccc(N2CCN(C(C)C(N)=O)CC2)cc1 (stereo not drawn) | 118 | 123 | 99 | 91 | 113 | 127 | 110 | 119 |
| CCC(C)Cn1cnc2c(SCc3ccccn3)nc(N)nc21 (stereo not drawn) | 89 | 78 | 102 | 88 | . | 121 | 103 | 107 |

Remaining list, next part.
SMILES	EKVX	HOP-92	M14	UACC-62	A549/ATCC	UACC-257	SK-MEL-5	SK-MEL-28
N/C(=N\c1nc(-c2cccc([N+](=O)[O-])c2)cs1)NC(=O)Nc1cccc2ccccc12	64	90	87	78	96	87	92	93
CCCCCC/C=C\CCCCCCCCOc1cccc(CCOP(=O)(O)OCC[N+](C)(C)C)c1	98	53	91	60	75	97	90	105
Cc1cccc(NS(=O)(=O)N2CCCCC2)c1	104	.	100	95	92	105	103	103
O=C(Cn1cc(COn2nnc3ccccc32)nn1)Nc1ccc(Cl)cc1	102	110	104	98	106	97	100	102
O=C1c2cccc3cccc(c23)C(=O)N1CCCN[C@H]1CCC[C@@H]1NCCCN1C(=O)c2cccc3cccc(c23)C1=O	87	97	91	109	87	93	105	109
COc1ccc(-c2cc(Cc3cccs3)c(=O)n(CN3CCOCC3)n2)cc1	110	.	102	91	103	107	102	112
S=c1[nH]nc(-c2cc(-c3cccnc3)n(-c3ccccc3)n2)o1	190	.	.	101	95	90	111	108
Cc1ccc(S(=O)(=O)N2CCN=C2N/N=C/c2ccccc2C#N)cc1	97	78	105	77	100	95	97	.
O=C(c1ccccc1)c1cnc(=S)[nH]c1-c1ccc(F)cc1	104	99	104	100	106	107	103	103
CC(=O)Oc1ccccc1C(=O)Nc1ccc(C(=O)/C=C/c2cccs2)cc1	103	108	107	98	104	113	101	106

2 entries picked at random from those above:
SMILES	EKVX	HOP-92	M14	UACC-62	A549/ATCC	UACC-257	SK-MEL-5	SK-MEL-28
Cc1cccc(NS(=O)(=O)N2CCCCC2)c1	104	.	100	95	92	105	103	103
O=C(c1ccccc1)c1cnc(=S)[nH]c1-c1ccc(F)cc1	104	99	104	100	106	107	103	103

Continued:
SMILES	EKVX	HOP-92	M14	UACC-62	A549/ATCC	UACC-257	SK-MEL-5	SK-MEL-28
CCN(C(=O)CN1CCN(c2cc3c(cc2F)c(=O)c(C(=O)O)cn3CC)CC1)c1nc(-c2ccccc2)cs1	21	-32*	18	-5.0*	4.7*	-9.8*	-56*	42
O=c1c2cc(Nc3nc(-c4ccc5c(c4)OCO5)cs3)ccc2nc2n1CCC2	99	126	101	97	96	110	89	106
COc1ccc(-c2cc(-c3ccc(F)cc3)c(C#N)c(=O)[nH]2)c(OC)c1	87	61	102	81	90	106	86	93
COc1ccc(N2C(=N)C(=S)N(c3ccc(C)cc3)C2=O)cc1	103	95	98	91	81	86	98	116
C=CCOC(=O)C(C)Oc1ccc(Cl)cc1Cl (stereo not drawn)	91	94	106	86	107	95	97	104
CC(C)OC(=O)Nc1cccc(Cl)c1Cl	.	.	110	105	100	105	108	106
Clc1ccc2c(NCCCNc3nc(-n4ccnc4)nc4ccccc34)ccnc2c1	70	58	95	94	92	94	.	93
Cc1cc(C(C)(C)C)cc(C)c1O	99	83	102	95	119	121	106	120
CC(=O)Nc1cccc(C(C)=O)c1	105	97	114	.	91	93	106	109
CSc1nc(Sc2ccccc2)c(C#N)c(-c2cccc([N+](=O)[O-])c2)n1	99	104	94	92	105	107	98	111
O=C1NC(=O)C(Cc2ccc(OCc3ccc(-c4cc(F)c(F)c(F)c4)cc3)cc2)S1 (stereo not drawn)	81	98	95	56	73	91	76	102
Nc1nc(-c2cccnc2)nc2c1sc(=S)n2-c1ccc(F)cc1	76	75	96	102	89	94	96	111
Oc1c(-c2nnc(SCc3ccccc3)o2)sc2nnc(-c3ccccc3)c(-c3ccccc3)c12	122	52	108	79	.	134	100	99
CCOC(=O)C1=C(CN(C2CCCCC2)C2CCCCC2)N(C)C(=O)NC1c1ccccc1 (stereo not drawn)	.	76	77	77	67	84	82	94
NC(=N\N=C/c1ccc(Cl)c(Cl)c1)/C(N)=N\N=C/c1ccc(Cl)c(Cl)c1	94	.	111	116	96	104	97	112
